FAS-TE inh = blocks the thioesterase domain of human fatty acid synthase; recombinant FAS-TE, OMFH fluorogenic substrate, fluorescence endpoint; 360,000 tested, 0.67% active; inhibition, % at 15 µM;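 active = compounds whose normalised, plate-corrected inhibition of enzyme fluorescence in the single-dose primary screen is 50% or more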;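 note: 0% = DMSO with enzyme and 100% = substrate without enzyme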
eLon inh = inhibits E. coli Lon protease | inhibition, % at 7.94 µM | 360,000 tested, 0.42% active | AID 602123 | P0A9M0 | purified E. coli Lon protease, fluorescence polarization; in the data active = inhibition above about 13%, passing the limit was not always enough;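 note: 0% = enzyme with probe and DMSO and 100% = no enzyme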
MsrA inhibitor = inhibits bovine methionine sulfoxide reductase A | 360,000 tested, 0.75% active | inhibition, % at 15.5 µM | AID 651718 | purified bovine MsrA, absorbance read-out; in the data active = inhibition above about 4.5%;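 note: 0% = vehicle wells with enzyme and 100% = reference inhibitor wells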
bovine MsrA act = activates bovine MsrA enzyme; activation, % at 10.6 µM; 360,000 tested, 0.3% active; purified bovine MsrA, absorbance read-out; AID 602163; in the data active = activation above about 7.5%;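 note: 0% = vehicle and 100% = reference activator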
NRP1-CendR mod = alters CendR peptide binding to human NRP-1; O14786; FAM-RPARPAR peptide binding to NRP-1, fluorescence polarization; inhibition, % at 25 µM; 360,000 tested, 0.85% active;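 active = inhibition or corrected inhibition above about 18%, plus a signal ratio from 0.5 to 1.5, limit read from the data, passing the limit was not always enough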; note: strong numbers were not always called active
SKN-1 block = C. elegans SKN-1 inhibition. C. elegans VP596 Pgst-4::GFP/RFP ratio, acrylamide-induced, 24 h. inhibition, % at 21.8 µM. 360,000 tested, 0.49% active;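 active = interference check ratio from 0.5 to 1.5 plus GFP to RFP signal ratio inhibition reaching or exceeding a fixed threshold, cut at about 30% in these data, passing the limit was not always enough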; note: some compounds called inactive have numbers as strong as hits
Neddylation inh = cullin neddylation inhibition. AID 651699. calls only at 25 µM. 360,000 tested, 0.58% active. P61081+Q13564. TR-FRET cullin neddylation, biochemical; in the data active = inhibition above about 36%
MT1-MMP act inh = MT1-MMP (human) activation inhibition | P50281 | HT1080 RFP-PRO-GFP cells, GFP/RFP ratio fluorescence, overnight; percent of plate control window, DMSO zero | GFP/RFP ratio change, % at 20 µM | 360,000 tested, 0.061% active;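 active = GFP/RFP ratio change of at least 30% with cell ATP level not reduced by more than half and red fluorescence within 50% of control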; note: strong numbers were not always called active
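Assay system – RFP-PRO-GFP reporter HT1080 cells · Compound dosing – single dose of 20 µM compound, 1% DMSO final · Incubation – overnight compound exposure at 37 °C · Measure – GFP/RFP fluorescence ratio · Benchmarks – DMSO wells and RFP-L50D-GFP cells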
Rin1-Abl PPI inh = inhibitors of human Rin1-Abl protein interaction; P00519+Q13671; TR-FRET Rin1/Abl binding, biochemical; inhibition, % at 7.35 µM; 360,000 tested, 0.4% active; AID 588664; in the data active = inhibition above about 5%, passing the limit was not always enough
Active calls of the source: *; i = inactive; / = not tested or not shown; & = joins results of further samples. Only part of the results is shown. The share of hits here may be higher or lower than overall.

Molecule | FAS-TE inh | eLon inh | MsrA inhibitor | bovine MsrA act | NRP1-CendR mod | SKN-1 block | Neddylation inh | MT1-MMP act inh | Rin1-Abl PPI inh
CN1CCC(=C2c3ccccc3CCc3sccc32)CC1 | 2 | -4 | / | 1 | 5 | 1 | i | -13 | 2
O=C1N(c2ccccc2)c2ccccc2C1(Cc1ccncc1)Cc1ccncc1 | -2 | -2 | 1.1 | -1 | -2 | 49 | i | -4 | -2
C[C@]12CC[C@H]3[C@@H](CCC4=CC(=O)CC[C@@]43C)[C@@H]1CC[C@@H]2C(=O)CO | 4 | -2 | 1.8 | 0 | 9 | -8 | i | -1 | 3
CCOC(=O)C1(CCOc2ccccc2)CCN(Cc2ccc(O)c(Cl)c2)CC1 | 4 | 0 | -0.8 | -1 | 12 | -4 | i | 0 | -1
CC(=O)[C@H]1CC[C@H]2[C@@H]3C[C@H](C)C4=CC(=O)CC[C@]4(C)[C@H]3[C@@H](O)C[C@]12C | -3 | 0 | -0.1 | -5 | -3 | 2 | i | 1 | 3
CCCOc1ccccc1-c1nc2n[nH]nc2c(=O)[nH]1 | -4 | -2 | -0.1 | -2 | 2 | -4 | i | 4 | -4
COc1ccccc1OCC(O)COC(N)=O (centres undefined) | -2 | -3 | -0.1 | -9 | 3 | -1 | i | 5 | -3
O=C(O)[C@@H]1[C@H]2C[C@H]3c4[nH]c5ccccc5c4CCN3C[C@@H]2CC[C@@H]1O | -22 | 36 | -0.5 | -2 | 15 | 27 | i | -23 | -1
CCCn1ncc(CN2CCCC(C(=O)c3cccc(OC(C)C)c3)C2)c1C (centres undefined) | 0 | -9 | -0.7 | -4 | 4 | -5 | i | 3 | 0
COc1cc2nc(N3CCN(C(=O)C4COc5ccccc5O4)CC3)nc(N)c2cc1OC (centres undefined) | 1 | -1 | -0.1 | -4 | 1 | -11 | / | 8 | 2
CC(=O)O[C@]1(C(C)=O)CC[C@H]2[C@@H]3C=C(Cl)C4=CC(=O)[C@@H]5C[C@@H]5[C@]4(C)[C@H]3CC[C@@]21C | 27&6 | 2&1 | 0.9&-0.1 | 2&-14 | -15&-49 | -4&2 | i | 23&-4 | -4&-4
CC(C)Cc1ccc(C(C)C(=O)O)cc1 (centres undefined) | 0 | 5 | 0.4 | -3 | -6 | -2 | i | 0 | -3
CN(C)C/C=C(/c1ccc(Br)cc1)c1cccnc1 | -1 | 1 | -1.5 | 0 | -1 | 4 | i | -3 | -3
CC1=C(C(=O)O)N2C(=O)[C@@H](NC(=O)[C@H](N)c3ccc(O)cc3)[C@H]2SC1 | 0 | -6 | 1.1 | -1 | 9 | 10 | i | -1 | -1
O=C1NCC2(CCN(CCc3ccccc3)CC2)O1 | -3 | -3 | -1.0 | -2 | -8 | -2 | i | 4 | 0
N=C(N=C(N)N)N1CCOCC1 | -4 | 0 | -1.4 | 1 | 8 | 0 | i | -1 | 1
CCC[C@H](N[C@@H](C)C(=O)N1[C@H](C(=O)O)C[C@@H]2CCCC[C@@H]21)C(=O)OCC | -4 | -10 | -0.2 | 1 | -4 | -11 | i | -2 | 1
O=C(Cn1ccnc1[N+](=O)[O-])NCCO | -4 | -10 | 1.0 | 0 | -2 | 1 | i | 5 | 1
COc1ccc(CN(CCN(C)C)c2ccccn2)cc1 | -3&-6&-5 | -5&1&-10 | 2.1&1.1&-0.9 | -2&3&-17 | 0&0&-15 | -5&5&0 | i | 2&2&7 | 1&1&6
c1ccc2c(CC3=NCCN3)cccc2c1 | -8 | -2 | -0.6 | -12 | -5 | -10 | i | / | 0
Nc1ccc(C(=O)Nc2ccccc2N)cc1 | -4 | -10 | -0.8 | -1 | -1 | 8 | i | 15 | 4
CC1(C)OC2CC3C4CC(F)C5=CC(=O)C=CC5(C)C4(F)C(O)CC3(C)C2(C(=O)CO)O1 (centres undefined) | -4 | 3 | -1.4 | 0 | 0 | 8 | i | -10 | -1
C=C1c2cccc(O)c2C(=O)C2C(=O)[C@]3(O)C(=O)C(C(N)=O)C(=O)[C@@H](N(C)C)[C@@H]3[C@@H](O)[C@H]12 (some centres undefined) | -2 | 13 | 2.0 | -12 | 5 | -8 | i | 1 | 33*
COc1c(O)cc2c(c1O)C1OC(CO)C(O)C(O)C1OC2=O (centres undefined) | 2 | 8 | 2.5 | -1 | 0 | -11 | i | -1 | -2
Cc1onc(-c2ccccc2Cl)c1C(=O)N[C@@H]1C(=O)N2[C@@H]1SC(C)(C)[C@@H]2C(=O)O | 1&-5 | 2&4 | 0.0&-1.7 | 0&-6 | -7&-7 | 5&-22 | i | -2&0 | -1&1
CC(C)=CC(=O)O[C@@H]1Cc2cc3ccc(=O)oc3cc2OC1(C)C | 10 | 8 | 0.2 | -7 | 20 | 3 | i | -1 | 1
NS(=O)(=O)c1cc2c(cc1C(F)(F)F)NC(Cc1ccccc1)NS2(=O)=O (centres undefined) | -4 | 8 | 1.1 | -7 | -8 | -13 | i | 2 | -3
Cc1nc2c3ccccc3nc(NNC(=O)CCC(=O)N3CCN(c4ccccc4)CC3)n2n1 | -8 | -2 | -0.5 | -4 | -1 | -16 | i | 5 | 7
CC(C)Cc1ccc([C@H](C)C(=O)O)cc1 | -7 | -4 | 2.9 | -4 | 0 | 6 | i | 1 | -1
Cc1nnc(NS(=O)(=O)c2ccc(N)cc2)s1 | 0 | 9 | 1.8 | -1 | -6 | 19 | i | 1 | -2

Five successive compounds out of the list so far, quoted:
Molecule | FAS-TE inh | eLon inh | MsrA inhibitor | bovine MsrA act | NRP1-CendR mod | SKN-1 block | Neddylation inh | MT1-MMP act inh | Rin1-Abl PPI inh
CC(C)=CC(=O)O[C@@H]1Cc2cc3ccc(=O)oc3cc2OC1(C)C | 10 | 8 | 0.2 | -7 | 20 | 3 | i | -1 | 1
NS(=O)(=O)c1cc2c(cc1C(F)(F)F)NC(Cc1ccccc1)NS2(=O)=O (centres undefined) | -4 | 8 | 1.1 | -7 | -8 | -13 | i | 2 | -3
Cc1nc2c3ccccc3nc(NNC(=O)CCC(=O)N3CCN(c4ccccc4)CC3)n2n1 | -8 | -2 | -0.5 | -4 | -1 | -16 | i | 5 | 7
CC(C)Cc1ccc([C@H](C)C(=O)O)cc1 | -7 | -4 | 2.9 | -4 | 0 | 6 | i | 1 | -1
Cc1nnc(NS(=O)(=O)c2ccc(N)cc2)s1 | 0 | 9 | 1.8 | -1 | -6 | 19 | i | 1 | -2

Next section:
Molecule | FAS-TE inh | eLon inh | MsrA inhibitor | bovine MsrA act | NRP1-CendR mod | SKN-1 block | Neddylation inh | MT1-MMP act inh | Rin1-Abl PPI inh
CCCCCCCCO | -2 | 6 | 0.2 | -3 | -1 | 19 | i | -1 | 1
CC(C)Cn1cnc2c1c(=O)n(C)c(=O)n2C | -3 | -5 | -0.3 | -1 | 4 | 8 | i | 1 | -2
CC(C)(CO)[C@@H](O)C(=O)NCCC(=O)O | -3 | -15 | / | -2 | 8 | 4 | i | 2 | 1
O=c1cc[nH]c(=O)[nH]1 | -3 | -5 | -0.7 | -4 | -3 | 4 | i | 0 | 0
COc1cncc(C#Cc2ccccn2)c1 | -17 | 2 | 0.4 | -9 | -3 | 15 | i | 0 | /
CC1=NN(c2ccccc2)C(=O)C1 | 0 | 0 | 1.9 | -3 | 0 | -4 | i | 2 | 12
CC(=O)N1C[C@H](O)C[C@H]1C(=O)O | -6 | -2 | 0.0 | -2 | 8 | 3 | i | 1 | 0
O=C(O)COC(=O)Cc1ccccc1Nc1c(Cl)cccc1Cl | 0 | -3 | -1.1 | -1 | -9 | 6 | i | 3 | 0
CN(C)CCCN1c2ccccc2Sc2ccccc21 | 2 | 1 | -0.8 | -6 | -19 | 5 | i | -7 | -5
C[C@H]1c2cccc(O)c2C(=O)C2C(=O)C3(O)C(=O)C(C(N)=O)C(=O)[C@@H](N(C)C)[C@@H]3[C@@H](O)[C@@H]21 (some centres undefined) | 1 | 3 | 3.7 | -1 | 6 | 12 | i | -10 | 6
CC1(C)O[C@H]2CC(=O)OCC23[C@H]2CC[C@@]4(C)[C@H](c5ccoc5)OC(=O)[C@H]5O[C@]54[C@]2(C)C(=O)C[C@@H]13 (some centres undefined) | -11 | 2 | -0.7 | -10 | -16 | -5 | i | 1 | 2
Cc1coc2c1C(=O)C(=O)c1c-2ccc2c1CCCC2(C)C | 58* | 4 | 0.9 | -4 | 17 | -1 | i | 9 | 0
Cc1cc(C)nc(/N=C(\N)Nc2ccc(S(N)(=O)=O)cc2)n1 | -3 | 1 | 0.5 | -1 | 4 | 6 | i | 2 | -6
NC(=O)NC(CCC(=O)O)C(=O)O (centres undefined) | -3 | -1 | 0.5 | -2 | 9 | 14 | i | -2 | 0
C[C@H](CCC(=O)O)[C@H]1CC[C@H]2[C@@H]3[C@@H](O)C[C@@H]4C[C@H](O)CC[C@]4(C)[C@H]3CC[C@]12C | 2 | 6 | -1.9 | 0 | -6 | 22 | i | -1 | -1
CC(=O)NCCCCCC(=O)O | -2 | -9 | 1.1 | -1 | -8 | 4 | i | 5 | 4
CCOc1ccc(S(=O)(=O)N2CCCCCC2)c2ccccc12 | 14 | 0 | 0.0 | -11 | 7 | 4 | i | -12 | 6
COc1nc(C)nc(Cl)c1NC1=NCCN1 | -5&-6 | -6&-3 | 1.1&1.3 | -3&-13 | 3&-8 | -3&-6 | i | -1&11 | 3&3
C/C=C/C=N\NC(=O)c1ccncc1 | -2 | -6 | -0.6 | 15* | 4 | -19 | i | -1 | 2

Fetched by compound from above (7):
Molecule | FAS-TE inh | eLon inh | MsrA inhibitor | bovine MsrA act | NRP1-CendR mod | SKN-1 block | Neddylation inh | MT1-MMP act inh | Rin1-Abl PPI inh
C/C=C/C=N\NC(=O)c1ccncc1 | -2 | -6 | -0.6 | 15* | 4 | -19 | i | -1 | 2
CC(C)Cn1cnc2c1c(=O)n(C)c(=O)n2C | -3 | -5 | -0.3 | -1 | 4 | 8 | i | 1 | -2
COc1cncc(C#Cc2ccccn2)c1 | -17 | 2 | 0.4 | -9 | -3 | 15 | i | 0 | /
CC(C)=CC(=O)O[C@@H]1Cc2cc3ccc(=O)oc3cc2OC1(C)C | 10 | 8 | 0.2 | -7 | 20 | 3 | i | -1 | 1
Cc1nnc(NS(=O)(=O)c2ccc(N)cc2)s1 | 0 | 9 | 1.8 | -1 | -6 | 19 | i | 1 | -2
O=C1NCC2(CCN(CCc3ccccc3)CC2)O1 | -3 | -3 | -1.0 | -2 | -8 | -2 | i | 4 | 0
Cc1nc2c3ccccc3nc(NNC(=O)CCC(=O)N3CCN(c4ccccc4)CC3)n2n1 | -8 | -2 | -0.5 | -4 | -1 | -16 | i | 5 | 7

Screens from PubChem.
